High-throughput results: PubChem, National Center for Advancing Translational Sciences (NCATS)
N370S GC = qHTS Assay for Inhibitors and Activators of N370S glucocerebrosidase as a Potential Chaperone Treatment of Gaucher Disease; Lysosomal acid glucosylceramidase (Homo sapiens), P04062; N370S GC spleen homogenate, 4MU-glucoside fluorescence; Potency, µM (highest dose often 59.4 µM), for the others: at the highest dose activity change, negative = inhibition, usual class: inhibitors; 330,000 tested, 0.092% active; AID 2101, 2009;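 note: 0% = full enzyme activity and -100% = no enzyme basal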
FEN1 inhibitor = qHTS Assay for the Inhibitors of Human Flap endonuclease 1 (FEN1); P39748; Recombinant FEN1 flap cleavage, fluorescence, 15 min; Potency, µM (doses to about 114 µM), inactives show at the highest dose activity change, negative = inhibition, hits mostly inhibitors; 390,000 tested, 0.35% active; AID 588795, 2011; note: nearly all actives have a fitted effect of over 65% in size
Target sequence (P39748 whole entry, looked up): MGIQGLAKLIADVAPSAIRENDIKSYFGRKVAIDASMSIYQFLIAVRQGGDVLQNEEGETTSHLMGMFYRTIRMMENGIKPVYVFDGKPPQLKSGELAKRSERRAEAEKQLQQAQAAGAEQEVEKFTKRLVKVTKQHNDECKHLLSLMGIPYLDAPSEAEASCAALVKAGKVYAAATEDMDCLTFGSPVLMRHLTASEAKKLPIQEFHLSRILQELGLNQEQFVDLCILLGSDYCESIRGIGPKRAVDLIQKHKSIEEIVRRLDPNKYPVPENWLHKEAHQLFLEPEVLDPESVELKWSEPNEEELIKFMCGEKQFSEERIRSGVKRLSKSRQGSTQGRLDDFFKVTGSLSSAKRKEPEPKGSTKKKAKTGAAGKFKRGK
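Read-out was taken twice, immediately and after 15 min, following addition of 50 nM substrate to 10 nM FEN1 that had sat with test compound for 15 min at room temperature. Curves came from a four-parameter Hill model.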
KAT2A inh = qHTS Assay for Inhibitors of GCN5L2 | Histone acetyltransferase KAT2A (Homo sapiens), Q92830 | GCN5L2 HAT assay, ThioGlo1 CoA-SH fluorescence | Potency, µM (highest dose often 58.9 µM), for inactives: at the highest dose activity change, negative = inhibition, usual class: inhibitors | 390,000 tested, 0.21% active
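ThioGlo1-coupled HAT assay: 20nM GCN5L2, 70uM acetyl-CoA, 75uM H3(1-25) peptide, pH 7.5. Fluorescence read at 340/540nm at start and after 20 min at room temperature.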
Starred values were filed as active, the others as inactive; ? = inconclusive; · = no result given; ! = not confirmed by another sample; [ ] = dose if it differs, or a comment. Calls come from the whole dose curve; as a rule, active = well fitted curve in the direction sought with a large enough effect; inconclusive = small, poorly fitted or top-dose-only effect, or another doubt; inactive = no such curve, though single readings can be large; an effect the other way counts as inactive or inconclusive. Unless noted, % is set by controls: 0 for no effect and ±100 for the full control effect; potency is the fitted concentration of half-maximal effect.

FEN1 inhibitor	structure	KAT2A inh	N370S GC
-1%	Cc1cc(C)c2c(=O)c3c(oc2c1)C(=O)N(Cc1ccco1)C3c1ccccc1F (stereo not drawn)	-2%	·
5%	CC(C)NC(=O)C1=NN(c2ccccc2)C(=O)CC1	1%	-4%
0%	COc1ccc(OC)c(NC(=O)CN(C)S(=O)(=O)c2ccc3nc(C)sc3c2)c1	-2%	2%
9%	Cc1cccc(C)c1Nc1nnc(SC(C)C(=O)Nc2c(C)n(C)n(-c3ccccc3)c2=O)s1 (stereo not drawn)	0%	5%
-4%	COc1ccccc1NC(=O)c1oc2ccccc2c1NC(=O)COc1ccccc1OC	3%	·
·	c1csc(CNc2cc(-c3ccoc3)ncn2)c1	-12%	-5%
15%	O=[N+]([O-])c1cccc(N(CC2CO2)S(=O)(=O)c2ccccc2)c1 (stereo not drawn)	-2%	-2%
0%	CCOC(=O)C1CCCCN1Cc1ccccc1C(F)(F)F (stereo not drawn)	0%	-5%
-4%	CC(=O)c1ccc(O)c(CSC2=NCCS2)c1	-10%	-6%
-2%	NC(=O)c1ccccc1[N+](=O)[O-]	-10%	20%
12%	Cc1ccccc1NC(=O)CSc1nnc2ccc(-c3cccnc3)nn12	0%	-3%
·	Cc1cccc(-n2c(SCN3C(=O)c4ccccc4C3=O)nc3ccccc3c2=O)c1	3%	9%
-9%	O=C(NC1CCCC1)c1ccc(CSc2nc3cccnc3n2Cc2ccccc2)cc1	-6%	·
19%	O=C(Cn1ncc2c([nH]c3ccccc32)c1=O)NCCc1ccccc1	-7%	-1%
-14%	COc1ccccc1NC(=O)c1cc(N2C(=O)C3C4CCC(C4)C3C2=O)ccc1Cl (stereo not drawn)	-8%	-10%
-20%	COc1ccc(S(=O)(=O)c2c(O)c(C)cc(NS(=O)(=O)c3ccc(Cl)cc3)c2C(C)C)cc1	-6%	·
3%	O=C(N/N=C/c1ccc[nH]1)c1cccc([N+](=O)[O-])c1	41%[activator]	17%
17%	CC(C)C(OC(=O)c1cccs1)C(=O)NCc1ccc(F)cc1 (stereo not drawn)	-2%	-4%
-9%	COc1cc(C)nc(N2CCC(C(=O)NCC3CCCO3)CC2)n1 (stereo not drawn)	2%	-2%
1%	CC(C)c1ccc(C2=CC(c3ccc(C(C)C)cc3)n3nnnc3N2)cc1 (stereo not drawn)	8%	·
-1%	COc1ccc2c(-c3ccccc3)cc(=S)[nH]c2c1	-12%	0%
-8%	O=C(NCc1ccc(Cl)cc1)C1CCN(c2nn3cc(-c4ccc(F)cc4)nc3s2)CC1	-1%	·
-2%	Cc1ccc(-n2nc(C(=O)Nc3cccc(C#N)c3)c3c4ccccc4n(C)c3c2=O)cc1	2%	·
-2%	CCC(C)[C@H](NC(=O)c1cn(CC)c2cc3c(cc2c1=O)OCO3)C(=O)NCCCn1ccnc1 (stereo partly drawn)	1%	29%
9%	O=C1CC(N(O)c2ccccc2)C(=O)N1c1ccc(Cl)c(Cl)c1 (stereo not drawn)	-4%	7%
2%	OCCC1CN(Cc2ccc3nonc3c2)CCN1Cc1ccsc1 (stereo not drawn)	0%	19%
-15%	Cc1ccc(C(=O)n2c(-c3ccccc3)cnc2SCC(=O)Nc2ccc(C)cc2C)cc1	-11%	1%
?	O=C1NN(c2ccc(Cl)c(Cl)c2)C(=O)/C1=C/c1ccc(-c2ccccc2C(=O)O)o1	?	-1%
?	Oc1ccc(COCc2ccccc2)c2cccnc12	25µM*!	-5%
-1%	CC(C)(C)c1cc(N2CCOCC2)n2ncc(-c3ccc(Cl)cc3)c2n1	16%	-32%

Ordered by formula weight (largest number first): 6 of the compounds above
FEN1 inhibitor	structure	KAT2A inh	N370S GC
-20%	COc1ccc(S(=O)(=O)c2c(O)c(C)cc(NS(=O)(=O)c3ccc(Cl)cc3)c2C(C)C)cc1	-6%	·
-8%	O=C(NCc1ccc(Cl)cc1)C1CCN(c2nn3cc(-c4ccc(F)cc4)nc3s2)CC1	-1%	·
?	O=C1NN(c2ccc(Cl)c(Cl)c2)C(=O)/C1=C/c1ccc(-c2ccccc2C(=O)O)o1	?	-1%
-2%	Cc1ccc(-n2nc(C(=O)Nc3cccc(C#N)c3)c3c4ccccc4n(C)c3c2=O)cc1	2%	·
-1%	CC(C)(C)c1cc(N2CCOCC2)n2ncc(-c3ccc(Cl)cc3)c2n1	16%	-32%
2%	OCCC1CN(Cc2ccc3nonc3c2)CCN1Cc1ccsc1 (stereo not drawn)	0%	19%

Part of the list above in a different format:
Structure,FEN1 inhibitor,KAT2A inh,N370S GC
COc1cc(C)nc(N2CCC(C(=O)NCC3CCCO3)CC2)n1 (stereo not drawn),-9%,2%,-2%
CC(C)c1ccc(C2=CC(c3ccc(C(C)C)cc3)n3nnnc3N2)cc1 (stereo not drawn),1%,8%,·
COc1ccc2c(-c3ccccc3)cc(=S)[nH]c2c1,-1%,-12%,0%
O=C(NCc1ccc(Cl)cc1)C1CCN(c2nn3cc(-c4ccc(F)cc4)nc3s2)CC1,-8%,-1%,·
Cc1ccc(-n2nc(C(=O)Nc3cccc(C#N)c3)c3c4ccccc4n(C)c3c2=O)cc1,-2%,2%,·
CCC(C)[C@H](NC(=O)c1cn(CC)c2cc3c(cc2c1=O)OCO3)C(=O)NCCCn1ccnc1 (stereo partly drawn),-2%,1%,29%

Further entries:
FEN1 inhibitor	structure	KAT2A inh	N370S GC
-11%	CCOC(=O)CC1C(=O)NCCN1S(=O)(=O)c1ccc(Cl)c(Cl)c1 (stereo not drawn)	-2%	10%
0%	CC(NC(=O)CCc1nnc(-c2ccccc2)o1)c1ccccc1 (stereo not drawn)	-1%	1%
-20%	COc1ccc(CNC(=O)Cn2c(=O)oc3cc(S(=O)(=O)NCc4ccccc4)ccc32)cc1	-1%	·
1%	CC(C)(O)C#Cc1ccc(C(=O)NCCC(=O)O)s1	6%	-5%
0%	CCOC(=O)CSc1nc2cc(S(=O)(=O)Nc3ccccc3OC)ccc2o1	1%	-1%
-6%	COc1ccccc1N1CCN(c2ccc(-c3nc(-c4ccccc4)no3)cc2[N+](=O)[O-])CC1	-3%	·
-4%	CCOC(=O)C1=C(CC)Nc2ccccc2N/C1=N\S(=O)(=O)c1ccccc1F	-5%	·
11%	CC(=O)CSc1nnc2c3ccccc3nc(C(C)(C)C)n12	-5%	?
5%	Cc1ccc(NC(=O)COC(=O)/C=C/c2c(C)nn(-c3ccc(F)cc3)c2Cl)cc1F	0%	-9%
-10%	COC(=O)CC1COc2ccccc2N1C(=O)/C=C/c1ccccc1 (stereo not drawn)	-9%	-7%
1%	CCCCn1c(N)c(N(CC)C(=O)c2ccc(Cl)c(Cl)c2)c(=O)[nH]c1=O	2%	-7%
0%	CC1(C)CC(C(=O)Nc2nccs2)CCO1 (stereo not drawn)	-2%	-1%
-15%	Cc1ccc(CNC(=O)Cn2c(=O)n(-c3cccc(Cl)c3)c(=O)c3sc4ccccc4c32)cc1	-4%	·
·	COc1cccc(Nc2ncc3ncc(=O)n(CCC#N)c3n2)c1	-12%	-7%
-7%	Cc1ccc(S(=O)(=O)N2CCC[C@H]2C(=O)OCC(=O)Nc2ccc3c(c2)OCO3)cc1	-3%	·
3%	O=C(CNc1ccccc1N1CCCC1=O)Nc1cc(Cl)ccc1-n1cncn1	-5%	2%
3%	O=S(=O)(Oc1ccccc1N1CCCCC1)c1ccccc1	-5%	-19%
7%	COc1ccc(OCc2cc(C(=O)N(C)Cc3cc(C)no3)no2)c(Cl)c1	-4%	-1%
4%	CCN1C(=O)/C(=C2/C=CC=CN2C)SC1=S	1%	-4%
-16%	COc1cccc(C(=O)OCC(=O)Nc2ccc3c(c2)OCCO3)c1	-5%	·
2%	C/C(=N\NC(=O)c1nn(C)c(C)c1Br)c1ccc(NC(=O)c2ccoc2C)cc1	-5%	11%
2%	CCOCCCNC(=O)C1CCN(S(=O)(=O)N2CC(C)CC(C)C2)CC1 (stereo not drawn)	-8%	5%
-3%	CCc1ccc(-n2c(=O)c3c(C)c(C)sc3n(CC(=O)NCc3ccc(C)cc3)c2=O)cc1	-3%	·
-10%	CC(C)CCNC(=O)c1ccc(CSCc2cccc(F)c2)o1	0%	21%
-7%	Cc1ccc(S(=O)(=O)N2CCN(S(=O)(=O)N(C)C)CC2)c(C)c1	-3%	-1%
12%	Cc1cc(C(=O)CN2CCN(CC(=O)Nc3ccc(F)cc3)CC2)c(C)n1C1CC1	0%	·
5%	Cn1nc(NC(=O)CC(C)(C)CC(=O)O)c2ccccc21	-3%	1%
0%	COc1ccc(Br)cc1/C=C(\C(=O)O)c1ccc(S(=O)(=O)N2CCCC2)s1	-13%	·
-15%	COc1ccc(-c2nc(C)c(CCNC(=O)c3ccc(F)c(F)c3)s2)cc1	-7%	·
-1%	Cc1ccc(C(=O)N2CCC3(CC2)NCCc2[nH]cnc23)cc1	2%	-9%

3 entries out of the list above, ordered by the number in N370S GC, low to high.
FEN1 inhibitor	structure	KAT2A inh	N370S GC
3%	O=C(CNc1ccccc1N1CCCC1=O)Nc1cc(Cl)ccc1-n1cncn1	-5%	2%
2%	C/C(=N\NC(=O)c1nn(C)c(C)c1Br)c1ccc(NC(=O)c2ccoc2C)cc1	-5%	11%
-10%	CC(C)CCNC(=O)c1ccc(CSCc2cccc(F)c2)o1	0%	21%

(cont.)
FEN1 inhibitor	structure	KAT2A inh	N370S GC
-2%	CCC(=O)N1CCc2cc(Br)cc(S(=O)(=O)CCC(=O)N(C)c3cccc(C)c3)c21	-1%	1%
1%	CC(C)(C)c1ccc(NC(=O)Nc2ccc3ccccc3n2)cc1	-2%	7%
-12%	Cc1ccc(S(=O)(=O)n2nc(OC(=O)c3ccccc3F)cc2N)cc1	-6%	-4%
-2%	Cc1ccc(CN2CCC(n3nccc3NC(=O)C3CCOC3)CC2)cc1 (stereo not drawn)	-8%	-2%
4%	COC(=O)c1nnc(-c2ccccc2)c(-c2ccccc2)n1	0%	11%
0%	CCn1cc(S(=O)(=O)CC(=O)N2CCc3ccccc32)c2ccccc21	-17%	6%
·	O=C1CC(c2ccccc2O)Oc2ccc(O)cc21 (stereo not drawn)	-7%	-5%
16%	O=C(Nc1ccccc1)c1cccc(S(=O)(=O)Nc2cccc(F)c2)c1	-5%	·
-9%	Cc1c(C)n(CCc2ccccc2)c2ncnc(NCCCN(C)C)c12	7%	-18%
-29%	O=C(c1ccco1)c1cn(CCOc2ccc(F)cc2)c2ccccc12	-5%	·
-2%	COC(=O)c1c(NC(=O)CN2CCN(C(=O)c3ccco3)CC2)c2c(C)cccc2n1C	-17%	9%
1%	CCOC(=O)C(=CN(CCc1ccccc1)CC(=O)OC)C(=O)OCC	-2%	7%
-1%	CC(C)(C)OC(=O)C[C@H]1C/C=C\C[C@@H](CC(=O)N(CCO)Cc2ccccc2)C(=O)NC[C@H](c2ccccc2)OC1=O	1%	·
0%	COC(=O)[C@@H](NC(=O)NC1CCCc2ccccc21)C(C)C (stereo partly drawn)	1%	-6%
-9%	COCCCNc1ncnc2sc3c(c12)CCC(C)C3 (stereo not drawn)	-9%	-3%
3%	O=C1NC(=O)C2(COC(c3cccnc3)OC2)S1 (stereo not drawn)	3%	0%
0%	C[C@]1(C(=O)O)Cc2oncc2C[C@@H]1C(=O)O	-1%	17%
-13%	Cc1ccc(NC(=O)NNC(=O)c2sccc2-n2cccc2)cc1	-4%	14%
-5%	Cc1onc(-c2c(F)cccc2Cl)c1C(=O)Nc1ccc(OC(C)C)cc1	-5%	·
26%	Cc1cccc(NC(=O)Cn2nc(-c3ccc(Cl)cc3)c3ccccc3c2=O)c1	14%	·
-1%	Cc1ccc2nsnc2c1NC(=O)c1ccc([N+](=O)[O-])o1	-8%	2%
24%	CC(C)C(NS(=O)(=O)c1ccc2c(c1)oc(=O)n2C)C(=O)N1CCN(c2ccccc2F)CC1 (stereo not drawn)	-9%	-18%
5%	CC(C(=O)N1CCCCC1)N(C)CC(=O)Nc1cccc(F)c1 (stereo not drawn)	-1%	·
-5%	CCCc1cc(C(=O)Nc2cccc([N+](=O)[O-])c2)cs1	-11%	6%
4%	O=C(N/N=C/c1ccncc1)C1CC1C(=O)N/N=C/c1ccncc1 (stereo not drawn)	0%	12%
-8%	Cc1ccc(-c2nc(-c3ccccn3)no2)cc1	-15%	5%
-3%	Cc1c(Cl)cccc1NC(=S)NCC(O)c1ccccc1 (stereo not drawn)	-1%	2%

These rows are one share of the data; count on the stated rates, not on these rows.
